EPAC2 ag = EPAC2 (human) agonism | 360,000 compounds, 0.079% hits | Q8WZA2 | Potency, µM (highest dose often 154 µM), inactives show at the top dose activation, hits mostly activators | EPAC2 activation, biochemical qHTS; response scale: 100% = 6.5 mM cAMP response; note: potency is the fitted concentration of half-maximal effect; nearly all actives have a fitted effect of over 50% in size
Target sequence (Q8WZA2 whole entry, looked up): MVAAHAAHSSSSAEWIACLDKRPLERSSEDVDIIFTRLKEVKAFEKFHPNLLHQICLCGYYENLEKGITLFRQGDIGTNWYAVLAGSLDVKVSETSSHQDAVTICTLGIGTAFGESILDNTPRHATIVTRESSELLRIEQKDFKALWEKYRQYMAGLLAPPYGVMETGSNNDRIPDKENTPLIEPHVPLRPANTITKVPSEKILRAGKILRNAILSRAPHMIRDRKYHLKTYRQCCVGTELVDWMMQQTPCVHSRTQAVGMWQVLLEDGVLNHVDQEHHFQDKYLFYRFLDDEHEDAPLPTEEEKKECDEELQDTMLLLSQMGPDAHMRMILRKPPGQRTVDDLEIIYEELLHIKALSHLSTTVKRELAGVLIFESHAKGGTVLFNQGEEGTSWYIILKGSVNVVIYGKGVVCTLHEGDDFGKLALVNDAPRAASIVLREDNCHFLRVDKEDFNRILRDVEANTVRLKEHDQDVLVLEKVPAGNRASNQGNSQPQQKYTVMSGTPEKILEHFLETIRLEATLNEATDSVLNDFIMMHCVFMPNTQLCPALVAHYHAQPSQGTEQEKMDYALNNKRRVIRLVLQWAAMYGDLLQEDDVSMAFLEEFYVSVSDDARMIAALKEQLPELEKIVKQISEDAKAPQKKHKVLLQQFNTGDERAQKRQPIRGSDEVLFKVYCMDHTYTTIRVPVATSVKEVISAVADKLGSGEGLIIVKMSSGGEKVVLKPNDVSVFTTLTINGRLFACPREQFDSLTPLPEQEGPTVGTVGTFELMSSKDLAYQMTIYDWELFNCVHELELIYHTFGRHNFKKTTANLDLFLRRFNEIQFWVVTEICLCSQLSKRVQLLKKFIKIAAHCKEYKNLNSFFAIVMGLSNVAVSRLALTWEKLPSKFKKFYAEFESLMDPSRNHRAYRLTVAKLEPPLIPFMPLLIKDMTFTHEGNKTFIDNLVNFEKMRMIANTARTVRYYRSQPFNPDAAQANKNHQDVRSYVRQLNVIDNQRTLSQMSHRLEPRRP
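Exchange assay: 100 nM EPAC2 with 250 nM Rap1B-BODIPY-GDP and 50 uM GDP. Fluorescence (ex 480/em 540 nm) read every 5 min for 30 min at room temperature. Data normalized to 6.5 mM cAMP as agonist control.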
Nrf2 inh = Nrf2 pathway inhibition | A549 ARE-Fluc reporter, luciferase luminescence, 18-24 h | Potency, µM (doses to about 46 µM), inactives show at the highest dose activity change, negative = inhibition, hits mostly inhibitors | 360,000 compounds, 2.1% hits; note: potency is the fitted concentration of half-maximal effect; % is set by controls: 0 for no effect and ±100 for the full control effect; nearly all actives have a fitted effect of over 60% in size
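In this cell-based qHTS, ARE-driven firefly luciferase in A549 cells reports Nrf2 activity; the luminescent signal after BugLite lysis is the measured value, with a prior CellTiter-Fluor read for cell health.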
A549 viability = kills or reduces viability of A549 cells in Nrf2 counter-screen | Potency, µM (highest dose often 46 µM), inactives show top-dose activity change, negative = cytotoxicity, hits mostly inhibitors | 390,000 compounds, 0.16% hits | AID 504648 | A549 ARE-Fluc cells, CellTiter-Fluor viability, 18-24 h; note: potency is the fitted concentration of half-maximal effect; % is set by controls: 0 for no effect and ±100 for the full control effect
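A549 ARE_Fluc cells in 5% FBS OPTI-MEM were exposed to compounds in concentration-response for 18-24 h at 37 deg C. Viability was read by CellTiter-Fluor fluorescence (Ex 405/Em 525) after 30 min, before the luciferase read.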
EPAC2 antagonist = blocks human EPAC2 exchange factor; Q8WZA2; AID 720708; Potency, µM (titrated, usually from 114 µM), without a hit: at the top dose activity, negative = inhibition, most hits filed as inhibitors; EPAC2 GEF exchange of Rap1B-BODIPY-GDP, fluorescence; 360,000 compounds, 0.18% hits; note: potency is the fitted concentration of half-maximal effect; % is set by controls: 0 for no effect and ±100 for the full control effect; nearly all actives have a fitted effect of over 45% in size; many of its hits are not listed in these tables
Nrf2 activator = activators of Nrf2 (ARE) signaling; Potency, µM (top dose mostly 46.1 µM), for the others: at the highest dose activation, hits mostly activators; AREc32 ARE-luciferase reporter (MCF7-derived line), luminescence, 24 h; 410,000 compounds, 0.31% hits; note: potency is the fitted concentration of half-maximal effect; % of control where 0% means no effect; nearly all actives have a fitted effect of over 65% in size
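Reporter line AREc32 (ARE-Fluc), seeded overnight in OPTI-MEM with 5% FBS; compound pin-transferred, 24 hr at 37 deg C, 5% CO2; luminescent read-out.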
TGFb inhibitor = TGF-b pathway inhibition. HepG2 CAGA-GFP TGF-b/SMAD3 reporter, GFP fluorescence, 18 h; TGF-beta stimulated, 500 pg/mL final. Potency, µM (doses to about 46.1 µM), for inactives: at the top dose activity, negative = inhibition, hits mostly inhibitors. 410,000 compounds, 1.2% hits; note: potency is the fitted concentration of half-maximal effect; % is set by controls: 0 for no effect and ±100 for the full control effect; nearly all actives have a fitted effect of over 65% in size
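Smad-responsive CAGA-GFP expression was quantified in HEPG2 cells exposed to compounds and 500 pg/mL final TGF-beta for 18 h at 37 degrees C; unstimulated wells defined full inhibition.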
pAkt inh = inhibitors of Akt phosphorylation; activity change, % for hits at 50 µM; Neuro2A IGF-stimulated pAkt S473 HTRF, 20 min; stronger effect = lower value; AID 651550; 360,000 compounds, 0.32% hits; in the data active = activity change below about -80%; inconclusive = mostly about -51% to -80%; note: % is set by controls: 0 for no effect and ±100 for the full control effect
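Neuro2A cells in DMEM with 0.5% FBS, overnight at 37 deg C, given compound at single 50 µM final, then IGF (6 nM final) for 20 min at 37 deg C. Lysed; phospho-Akt Ser473 by HTRF after 24 h, 665/615 ratio.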
CCT chaperon mod = cytosolic chaperonin activity modulation; activity change, % (concentration not given with the values), hits read low; 360,000 compounds, 0.3% hits; AID 651819; purified chaperonin ATPase assay, HTRF ADP detection, 30 min; in the data active = activity change below about -30%; note: % is set by controls: 0 for no effect and ±100 for the full control effect
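Nucleotide hydrolysis assay: TRiC at 20–40 nM final (set by batch activity) with 10 uM ATP, 30 min at 37 °C, in presence of 76 uM compound. Detection by competitive ADP HTRF, 30 min ambient.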
Mm-Cpn inhibitor = inhibitors of Methanococcus maripaludis chaperonin (MmCpn) | purified Mm-Cpn ATPase, ADP Transcreener TR-FRET | Potency, µM (titrated, usually from 76.9 µM), for inactives: at the top dose activity, negative = inhibition, hits mostly inhibitors | 330,000 compounds, 0.031% hits | AID 504842; note: potency is the fitted concentration of half-maximal effect; % is set by controls: 0 for no effect and ±100 for the full control effect; nearly all actives have a fitted effect of over 80% in size
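Purified archaeal Mm-CPN (25nM final) preincubated 10 min at 37degC with compound, then 10uM ATP for 30 min at 37degC; ADP measured by HTRF Transcreener TR-FRET; buffer 30 mM TRIS pH 7.4, 100mM KCl, 5mM MgCl2, 1mM DTT.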
Starred values were filed as active, the others as inactive; i = inactive; ? = inconclusive; / = no result given; [ ] = dose if it differs, or a comment. Unless noted, calls come from the whole dose curve; as a rule, active = well fitted curve in the direction sought with a large enough effect; inconclusive = small, poorly fitted or top-dose-only effect, or another doubt; inactive = no such curve, though single readings can be large; an effect the other way counts as inactive or inconclusive.

SMILES | EPAC2 ag | Nrf2 inh | A549 viability | EPAC2 antagonist | Nrf2 activator | TGFb inhibitor | pAkt inh | CCT chaperon mod | Mm-Cpn inhibitor
CN(C)c1nc(N(C)C)n(C(=O)c2cccs2)n1 | 11% | -2% | -3% | -6% | -0.7% | 0% | i | -2.5 | -1%
COc1ccc(CCNC(=O)c2ccc(Cn3c(=O)c4ccccc4n(Cc4cc(C)ccc4C)c3=O)cc2)cc1OC | / | ? | -3% | / | 0.6% | 2% | / | / | /
CCN(c1ccccc1)S(=O)(=O)c1ccc(F)c(C(=O)O)c1 | 7% | -10% | -1% | 14% | -0.5% | 5% | i | 1.0 | 1%
CCOC(=O)C1=CCN(S(=O)(=O)c2cccc(Cl)c2)C1c1ccccc1 (configuration not stated) | 16% | / | / | ? | 7.7% | ? | i | 0.8 | /
O=C(COC(=O)C1CCC1)Nc1ccc(OC(F)F)cc1 | -3% | -9% | -1% | -4% | 0.2% | -6% | i | -3.1 | -1%
O=C(N/N=C/C(Br)=C/c1ccccc1)c1ccc([N+](=O)[O-])cc1 | 10% | 1% | -2% | -3% | 8.9µM* | 2% | i | -0.1 | 2%
C=CCCCCCCCCC(=O)N1CCN(c2cc3c(cc2F)c(=O)c(C(=O)O)cn3CC)CC1 | -18% | 6% | 2% | 8% | -0.7% | -19% | i | -1.1 | 0%
COc1ccc(NC(=O)Nc2cccc3c2O[C@H](CN(C)C(=O)Nc2ccc(C(F)(F)F)cc2)[C@@H](C)CN([C@H](C)CO)C3=O)cc1 | -5% | ? | 0% | -2% | 0.6% | ? | i | -2.4 | 2%
C[C@@H]1CC=C[C@H]2[C@H]1C(=O)N(Cc1ccccc1)[C@H]2c1ccc(-c2ccoc2)cc1F | 8% | -17% | -6% | ? | -0.1% | ? | i | 1.2 | ?
COc1cccc(C(C2C(=O)CC(C)(C)CC2=O)C2C(=O)CC(C)(C)CC2=O)c1 | -9% | -3% | 0% | -4% | 0.2% | 6% | i | -0.3 | 1%
CCOC(=O)c1c(NC(=O)c2ccn(CC)n2)sc2c1CCC2 | 13% | -26% | 5% | -14% | 0.5% | 3% | i | -0.7 | 1%
Nc1ccc(-n2nc3ccccc3n2)cc1 | 7% | ? | -3% | 4% | -0.9% | -3% | i | -1.3 | /
COc1ccc(-n2nc3c(N4CCCC(C(=O)NCCc5ccc(C)cc5)C4)nnc(C)c3c2C)cc1 (configuration not stated) | / | -3% | ? | / | 1.2% | ? | / | / | /
CCOc1ccc2nc(NC3=NC(C)(C)C=C(C)N3)nc(C)c2c1 | -2% | 19% | 4% | 6% | 3.4% | ? | i | 0.2 | -2%
Cc1nc(NS(=O)(=O)c2ccc(Br)cc2)c2c3c(sc2n1)CCC3 | -16%[15.6 µM] | ? | -3% | -22% | -0.1% | -25% | / | -0.4 | 0%
COc1ccc(NC(=O)CN(C)C(=O)/C=C/c2cn(-c3ccccc3)nc2-c2cccs2)cc1 | 17% | -25% | -17% | -2% | 0.5% | -7% | i | -1.8 | -16%
Cc1cccc(OC(=O)c2cc(-c3ccc(C)c(C)c3)on2)c1 | / | 20% | 5% | / | -0.8% | 0% | / | / | /
Cc1cc(NC(=O)c2ccc3c(c2)C(=O)N(Cc2ccccc2)C3=O)no1 | -3% | -22% | -4% | 4% | -0.1% | 3% | i | -2.2 | 2%
C[C@@H]1CCCCO[C@@H](CN(C)C(=O)Nc2ccccc2)[C@@H](C)CN([C@H](C)CO)C(=O)c2cc(N(C)C)ccc2O1 | 16% | / | / | 3% | -1.0% | 24% | i | -1.7 | /
Cc1c(C(=O)N2CCC(c3nc4ccccc4s3)CC2)oc2ccc(Cl)cc12 | / | -7% | 1% | / | 2.5% | ? | / | / | /
O=C(CSc1nc(=O)n(CCCN2CCOCC2)c2c1CCC2)Nc1ccc(F)cc1 | 5% | -21% | 3% | 15% | -0.4% | -13% | i | -0.2 | 1%
O=C1CCCN1c1ccc(S(=O)(=O)N2CCCCC2)cc1[N+](=O)[O-] | 2% | 28% | 3% | 11% | -0.8% | -6% | i | 0.4 | -2%
COc1ccc(S(=O)(=O)NCCSc2ccc(C)cc2)cc1OC | 6% | -36% | -4% | -13% | 0.7% | -12% | i | -0.6 | -1%
COc1ccc(CN(C)C(=O)C23CC4CC(CC(Cl)(C4)C2)C3)c(OC)c1OC | -13% | -5% | 4% | -12% | -0.7% | -17% | i | 1.2 | -1%
COc1ccc(CCNC(=O)CCCc2ccccc2)cc1 | 5% | 2% | 5% | 13% | -0.5% | 11% | i | -2.1 | 1%
COc1ccc(Cl)cc1NC(=O)COC(=O)c1c(-c2ccccc2)noc1C | 2% | 10µM* | -1% | -11% | 0.4% | -22% | i | -2.3 | 2%
CC(C)CCC(CCNCc1ccccn1)c1ccc(Cl)cc1 (configuration not stated) | 8% | 5% | 1% | -7% | 6.9% | 0% | i | 1.9 | 0%
N#Cc1ccc(NC(=O)c2cc(S(=O)(=O)N3CCOCC3)ccc2N2CCCC2)cc1 | 4% | 0% | -11% | 9% | -0.7% | 17% | i | 1.8 | 1%
COc1ccc(NC(=O)Cn2nnc3ccccc32)c([N+](=O)[O-])c1 | -1% | ? | 4% | 9% | 2.3% | 4% | i | -1.5 | 1%
C=C(C)Cn1c(-c2ccccc2)nc2ccccc21 | -3% | 4% | 9% | -9% | 1.9% | -1% | i | -2.2 | 2%
Cc1ccc(CN2C(=O)CSC2c2cccnc2)cc1 (configuration not stated) | 7% | 8% | -7% | 4% | -0.5% | -6% | i | 0.7 | 1%
Cc1ccc(C)c(Nc2nc(-c3ccncc3)nc3ccccc23)c1 | 2% | 3% | 4% | 6% | 6.3% | 11% | i | -0.8 | 0%
COCCSc1nc2sc3c(c2c(=O)n1-c1ccccc1)CCN(C)C3 | 5% | 4% | -2% | 12% | 4.5% | 4% | i | 2.2 | -5%
COc1cccc(N2CCN(C(=O)CCNS(=O)(=O)c3ccc4c(c3)c(=O)n(C)c(=O)n4C)CC2)c1 | 2% | -17% | 1% | -9% | -0.8% | -21% | i | -10 | 1%
CC(=O)N1N=C(c2ccccc2OC(=O)/C=C/c2ccccc2)CC1c1ccccc1 (configuration not stated) | 12% | 4% | 1% | -8% | ? | -3% | i | -4.0 | 3%
O=C(N/N=C/c1ccncc1)c1cc2c(ccc3ccccc32)o1 | -10%[15.6 µM] | ? | 1% | 6% | -0.7% | 17% | / | -1.7 | 1%

Reformatted: entries from further up.
> COc1cccc(C(C2C(=O)CC(C)(C)CC2=O)C2C(=O)CC(C)(C)CC2=O)c1
  EPAC2 ag: -9%
  Nrf2 inh: -3%
  A549 viability: 0%
  EPAC2 antagonist: -4%
  Nrf2 activator: 0.2%
  TGFb inhibitor: 6%
  pAkt inh: i
  CCT chaperon mod: -0.3
  Mm-Cpn inhibitor: 1%

> COc1ccc(NC(=O)Cn2nnc3ccccc32)c([N+](=O)[O-])c1
  EPAC2 ag: -1%
  Nrf2 inh: ?
  A549 viability: 4%
  EPAC2 antagonist: 9%
  Nrf2 activator: 2.3%
  TGFb inhibitor: 4%
  pAkt inh: i
  CCT chaperon mod: -1.5
  Mm-Cpn inhibitor: 1%

Further entries follow:
SMILES | EPAC2 ag | Nrf2 inh | A549 viability | EPAC2 antagonist | Nrf2 activator | TGFb inhibitor | pAkt inh | CCT chaperon mod | Mm-Cpn inhibitor
CCCN(C(=O)c1ccc(N2CCCC2=O)cc1)C1CCS(=O)(=O)C1 (configuration not stated) | 3% | -8% | 11% | -4% | -0.4% | -10% | i | -0.7 | 0%
CCOc1cc(S(=O)(=O)Nc2ccccc2CC)ccc1Cl | 23% | -29% | -4% | ? | 3.5% | ? | i | 2.0 | 2%
Cc1cccc(N/C(N)=N/c2nc(C(F)(F)F)cc(C(F)(F)F)n2)c1 | -6% | 4% | 5% | 1% | -0.6% | -4% | i | -2.6 | -1%
C/C(=N\NC(=O)CSCc1ccccc1Cl)c1cccc(NC(=O)c2ccccc2)c1 | -12% | 3% | -2% | -2% | -0.1% | -23% | i | 1.1 | 1%
Cc1cc(C)n2nc(SCC(=O)N/N=C/c3ccc(F)cc3)nc2n1 | 5% | -8% | -3% | -4% | 0.4% | -10% | / | -3.0 | 0%
Cc1cccc(-[n+]2c(C)cc(C)c3c(=O)[nH]c(=O)[nH]c32)c1 | 15% | 5% | 6% | 3% | 0.1% | -4% | i | -2.8 | ?
CCc1ccc(CNC(=O)C2CCN(S(=O)(=O)N3CCC(C)CC3)CC2)cc1 | -4% | -7% | 7% | 3% | 0.3% | -21% | i | -20 | -3%
CCc1nnc2c(NCc3ccc(F)cc3)nc3ccccc3n12 | / | 17% | 15% | / | 0.0% | 6% | / | / | /
O=C1CN(C(=O)CNCc2ccccc2Cl)c2ccccc2N1 | -6% | -9% | 2% | 2% | 0.3% | -10% | i | 1.1 | -1%
NC(=O)c1nsc(C(=O)N(CC(=O)NC2CCCCC2)c2ccc(Cl)cc2)c1N | -6% | 4% | -3% | ? | -0.3% | 14% | i | -0.5 | ?

Grouped by structure: the compounds so far containing a furan ring, fused or not
SMILES | EPAC2 ag | Nrf2 inh | A549 viability | EPAC2 antagonist | Nrf2 activator | TGFb inhibitor | pAkt inh | CCT chaperon mod | Mm-Cpn inhibitor
C[C@@H]1CC=C[C@H]2[C@H]1C(=O)N(Cc1ccccc1)[C@H]2c1ccc(-c2ccoc2)cc1F | 8% | -17% | -6% | ? | -0.1% | ? | i | 1.2 | ?
Cc1c(C(=O)N2CCC(c3nc4ccccc4s3)CC2)oc2ccc(Cl)cc12 | / | -7% | 1% | / | 2.5% | ? | / | / | /
O=C(N/N=C/c1ccncc1)c1cc2c(ccc3ccccc32)o1 | -10%[15.6 µM] | ? | 1% | 6% | -0.7% | 17% | / | -1.7 | 1%

Source: PubChem

Only part of the results is shown; rates above refer to the full screens.
